ARFGAP1 inhibitor = inhibitors of rat ARFGAP1 GAP activity, primary screen, biochemical, fluorescence polarization, GDP tracer; AID 651572, 2012; Arfgap1-stimulated ARF1 GTP hydrolysis, GDP FP detection; inhibition, % at 16.5 µM; 0.26% of 360,000 active;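 active = inhibition above a per-plate limit, mean inhibition of low control wells plus 3 SD, cut at about 25% in these data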;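 note: 0% = DMSO wells with enzyme and 100% = wells lacking Arfgap1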
Target sequence (Q62848 1-136 limits assumed): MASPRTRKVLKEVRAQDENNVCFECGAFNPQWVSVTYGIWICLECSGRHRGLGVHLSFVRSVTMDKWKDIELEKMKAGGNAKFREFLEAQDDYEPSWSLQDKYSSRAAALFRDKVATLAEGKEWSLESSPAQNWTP
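Assay system: purified rat His6-Arfgap1 residues 1-136 (GAP domain); Reagent: human Δ17 ARF1 bound to GTP; Dosing: 16.5 µM single point, 1.26% DMSO; Times: GTP hydrolysis reaction 2 h at 25 °C; Signal: FP, GDP Alexa 633 tracer displaced from anti-GDP antibody, 620/688 nm; Measure: % inhibition from polarization.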
PLC-gamma1 inh = PLC-gamma1 enzyme inhibitors, primary screen, biochemical, fluorescence, purified enzyme. fluorogenic substrate. inhibition, % at 12.2 µM. 1-phosphatidylinositol 4,5-bisphosphate phosphodiesterase gamma-1 (Homo sapiens), P19174. 0.84% of 370,000 active; in the data active = inhibition above about 9.5%
ASAP1 GAP inh = inhibitors of human ASAP1 ArfGAP activity, primary screen, biochemical, fluorescence polarization | Arf-GAP with SH3 domain, ANK repeat and PH domain-containing protein 1 (Homo sapiens), … | ASAP1-stimulated ARF1 GTP hydrolysis, GDP FP detection | inhibition, % at 16.5 µM | 0.19% of 360,000 active | AID 624377, 2012; in the data active = inhibition above about 25%;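 note: 0% = vehicle with enzyme and substrate and 100% = no enzyme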
DDE Tn7 FP inh = inhibitors of Tn7 peptide binding to fibrin DD(E), primary screen, biochemical, fluorescence polarization, human fibrin, Tn7 probe | AID 720508, 2013 | FP displacement of FITC-Tn7 peptide from fibrin DD(E); 0% = median of compound wells per plate | inhibition, % at 8.3 µM | Fibrinogen beta chain (Homo sapiens), P02675 | 0.13% of 370,000 active;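 active = inhibition above the mean of compounds falling within the control limits plus 3 SD of them, cut at about 14% in these data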;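 note: 0% = plate median of compound wells and 100% = 10 µM Aha-Tn7 peptide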
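assay system = human clot-derived fibrin DD(E) complex | quantity = Fibrin-DD(E) at 2 µM final | timing = 10 min preincubation, 3 h with tracer, room temperature | signal = fluorescence polarization | measure = percent inhibition | benchmarks = high control wells with 10 µM unlabelled Aha-Tn7 peptide (full inhibition) | replicates = singlicate testing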
UHRF1 MBD2 ctr = UHRF1 methylated DNA binding inhibitors, primary screen, counter-screen for MBD2 inhibitor project, biochemical, TR-FRET, human UHRF1, single concentration | inhibition, % at 4.4 µM | AID 687016, 2013 | E3 ubiquitin-protein ligase UHRF1 (Homo sapiens), Q96T88 | 0.75% of 370,000 active | UHRF1 binding to methylated oligo; in the data active = inhibition above about 21%;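 note: UHRF1 SRA domain binding a hemimethylated CpG hairpin DNA probe; 0% = median of test compound wells and 100% = reference inhibitor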
Target sequence (Q96T88 whole entry, looked up, the tested form may be a part): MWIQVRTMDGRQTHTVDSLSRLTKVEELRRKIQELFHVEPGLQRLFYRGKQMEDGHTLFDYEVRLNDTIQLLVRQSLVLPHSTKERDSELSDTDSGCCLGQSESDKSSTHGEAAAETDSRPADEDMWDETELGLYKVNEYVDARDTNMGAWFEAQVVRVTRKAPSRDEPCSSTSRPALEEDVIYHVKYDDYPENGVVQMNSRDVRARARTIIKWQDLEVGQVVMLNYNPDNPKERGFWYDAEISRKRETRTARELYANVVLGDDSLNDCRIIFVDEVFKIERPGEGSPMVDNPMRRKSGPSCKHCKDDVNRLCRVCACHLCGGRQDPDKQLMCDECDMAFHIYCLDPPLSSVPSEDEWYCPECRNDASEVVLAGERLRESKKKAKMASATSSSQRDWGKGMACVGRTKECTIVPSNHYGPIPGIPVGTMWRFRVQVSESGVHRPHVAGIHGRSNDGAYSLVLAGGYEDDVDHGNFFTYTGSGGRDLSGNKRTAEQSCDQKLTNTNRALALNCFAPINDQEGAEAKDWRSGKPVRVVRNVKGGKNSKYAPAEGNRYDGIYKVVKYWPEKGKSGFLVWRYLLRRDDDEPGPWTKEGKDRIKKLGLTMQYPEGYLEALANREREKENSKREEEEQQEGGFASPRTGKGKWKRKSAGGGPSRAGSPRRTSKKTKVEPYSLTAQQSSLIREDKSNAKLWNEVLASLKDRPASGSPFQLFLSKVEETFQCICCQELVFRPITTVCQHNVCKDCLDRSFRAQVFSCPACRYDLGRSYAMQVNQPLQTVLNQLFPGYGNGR
Tn6 DDE FP = inhibitors of Tn6 peptide binding to fibrin DD(E), primary screen, biochemical, fluorescence polarization, human fibrin, Tn6 probe; Fibrinogen beta chain (Homo sapiens), P02675; Fibrin DD(E) TRITC-Tn6 fluorescence polarization displacement; inhibition, % at 8.3 µM; 0.21% of 370,000 active; AID 720509, 2013;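 active = inhibition above a per-campaign cutoff: mean of compounds within control limits plus 3 SD, cut at about 15% in these data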;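 note: 0% = median of all compound wells on the plate and 100% = blocking peptide control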
NR1D1 modulator = modulators of Rev-erb alpha DNA binding, primary screen, biochemical, FITC-DNA, fluorescence polarization, uHTS; activity, % at 10 µM; Nuclear receptor subfamily 1 group D member 1 (Homo sapiens), P20393; AID 1259318, 2017; 0.79% of 370,000 active; Rev-erbα–FITC-DNA binding, 90 min;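 active = activity above about 14%, limit read from the data; passing the limit was not always enough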;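 note: 0% = DMSO wells with 35 nM protein and 100% = DMSO wells with 750 nM protein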
PLCb3 inh = human PLC-beta3 inhibitors, primary screen, biochemical, fluorescence. 1-phosphatidylinositol 4,5-bisphosphate phosphodiesterase beta-3 (Homo sapiens), Q01970. 0.18% of 370,000 active. AID 720704, 2013. inhibition, % at 12.2 µM. Purified PLC-beta3, fluorogenic substrate; in the data active = inhibition above about 11%;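 note: 0% = median of compound wells on plate and 100% = full blocker control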
KLK7 zymogen act = proKLK7 zymogen activators, primary screen, biochemical, fluorescence intensity | Kallikrein-7 (Homo sapiens), P49862 | purified proKLK7, EDANS-DABCYL substrate fluorescence; 100% is mature enzyme control, 0% vehicle | activation, % at 7 µM | 0.9% of 370,000 active;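 active = activation above the mean of all tested compounds plus 3 SD, computed per campaign excluding outliers beyond control limits, cut at about 13% in these data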
HGIII-sPLA2 inh = human group III sPLA2 inhibitors, primary screen, biochemical, QFRET, BODIPY PC-A2 liposome substrate; Group 3 secretory phospholipase A2 (Homo sapiens), Q9NZ20; QFRET BODIPY PC-A2 liposome hydrolysis, fluorescence; inhibition, % at 12.2 µM; 0.56% of 370,000 active; AID 743126, 2013;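 active = inhibition above mean plus 3 SD of compounds lying within the high and low control bounds, cut at about 19% in these data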;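 note: 0% = median of test compound wells and 100% = no enzyme DMSO wells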
Active calls of the source: *; i = inactive; . = not tested or not shown.

SMILES	ARFGAP1 inhibitor	PLC-gamma1 inh	ASAP1 GAP inh	DDE Tn7 FP inh	UHRF1 MBD2 ctr	Tn6 DDE FP	NR1D1 modulator	PLCb3 inh	KLK7 zymogen act	HGIII-sPLA2 inh
COc1cccc(N=c2oc3ccc(OC)cc3cc2-c2nc3ccccc3[nH]2)c1	4.3	i	-3.8	-3.7	-10.9	7.8	-13.0	i	4.2	-0.1
COC(=O)C1CN(C(=O)c2ccc(OC(F)F)cc2)c2ccccc2O1 (stereo unspecified)	10.3	2.3	-2.4	-1.3	3.0	-3.4	-1.6	-7.3	0.1	4.9
COc1ccccc1N1CCN(C2CCCN(C(=O)c3cc(C)oc3C)C2)CC1 (stereo unspecified)	-2.1	0.1	-3.6	-1.9	0.0	4.7	-3.3	-7.0	0.2	0.0
O=C(CCCSc1nc(-c2ccco2)cc(C(F)(F)F)n1)NCC1CCCO1 (stereo unspecified)	4.5	-0.4	-2.1	-4.7	-3.1	0.6	-3.0	-2.0	1.2	-1.4
CCCCC(=O)OCC(=O)Nc1ccc(C)c(F)c1	1.0	4.4	-18.8	-10.6	4.6	1.1	-2.8	0.2	0.0	8.2
O=C(O)c1cn(Cc2ccccc2)c2ccc(Cl)cc2c1=O	2.3	-3.3	1.6	1.0	-2.6	-6.8	-1.0	-1.2	0.2	0.8
O=C(Nc1cc(Cl)cc(Cl)c1)c1cccnc1	4.7	0.5	-8.0	-8.9	-0.7	2.5	0.3	-0.9	0.3	-7.5
COc1ccccc1N1C(=O)c2ccccc2NC1c1cc(OC)c(OC)c(OC)c1 (stereo unspecified)	-4.5	-447.6	13.6	-10.0	-1.5	-4.0	4.9	i	22.9*	-1.9
NNC(=O)/C(=C\c1ccc(Br)cc1)NC(=O)c1cccs1	3.8	-3.4	-3.5	1.2	13.8	1.3	0.1	-9.1	0.6	2.3
CC(=O)/C=N/Nc1ccccc1	-8.9	3.9	-16.4	-0.6	-0.8	0.5	6.2	6.7	0.1	3.2
O=C1NC[C@@H](CCCCN2C[C@H](Cc3ccccc3)N(CCc3ccccc3)C(=O)C2=O)N(CCc2ccccc2)C1=O	-1.6	2.1	18.3	-3.4	20.3	-3.9	-2.5	-2.1	0.4	-6.1
O=C(N/C(=C\c1cccnc1)C(=O)N1CCOCC1)c1ccco1	-2.8	1.1	9.6	0.2	0.4	4.3	-3.7	1.2	-0.5	-1.1
COC(=O)c1ccc(CNC(=O)Cn2cnnn2)cc1	3.4	0.5	0.5	7.6	-2.3	-1.9	3.7	-5.7	0.1	0.7
Cc1cc(C)nc(SCC(=O)N2CCC(C(N)=O)CC2)n1	-1.0	-1.8	6.2	-1.8	-1.2	-0.7	-4.0	0.3	-0.3	4.1
COc1ccc(/C=C/c2nc(-c3ccccc3)cc(=O)[nH]2)cc1	7.5	-33.2	12.0	2.5	19.4	-4.0	-2.6	-62.0	-42.7	-14.7
NS(=O)(=O)c1cccc(NC(=O)CCc2ccc(S(=O)(=O)N3CCOCC3)cc2)c1	0.4	2.7	7.4	-2.4	1.5	1.1	-5.6	-3.2	0.1	-2.5
CC1(C)CC(=O)C2=C(C1)NC(SCC(=O)Nc1ccccc1)=C(C#N)C21CCCCC1	11.4	0.9	6.4	1.1	-0.6	-5.8	4.2	-0.9	0.8	-0.2
CCOc1ccc2nc(SCC(=O)N3CCCCCC3)c(C#N)cc2c1	0.3	-8.2	-1.4	1.5	2.8	-0.7	-1.7	-10.6	-0.1	13.2
CC(=O)NC(CC(=O)Nc1nc(C)cs1)c1ccccc1 (stereo unspecified)	2.7	-0.9	-4.4	6.1	-2.1	2.9	0.4	-1.0	0.2	3.7
CC/C(O)=N\S(=O)(=O)c1ccc(N=NN(C)C)cc1	-3.8	2.9	-6.2	3.1	-1.1	4.7	0.5	4.2	0.3	5.4

Entries of single compounds, looked up by structure. Order of screens: ARFGAP1 inhibitor	PLC-gamma1 inh	ASAP1 GAP inh	DDE Tn7 FP inh	UHRF1 MBD2 ctr	Tn6 DDE FP	NR1D1 modulator	PLCb3 inh	KLK7 zymogen act	HGIII-sPLA2 inh
NS(=O)(=O)c1cccc(NC(=O)CCc2ccc(S(=O)(=O)N3CCOCC3)cc2)c1 is entered as 0.4	2.7	7.4	-2.4	1.5	1.1	-5.6	-3.2	0.1	-2.5
CC(=O)NC(CC(=O)Nc1nc(C)cs1)c1ccccc1 (stereo unspecified) is entered as 2.7	-0.9	-4.4	6.1	-2.1	2.9	0.4	-1.0	0.2	3.7
COC(=O)c1ccc(CNC(=O)Cn2cnnn2)cc1 is entered as 3.4	0.5	0.5	7.6	-2.3	-1.9	3.7	-5.7	0.1	0.7
CCOc1ccc2nc(SCC(=O)N3CCCCCC3)c(C#N)cc2c1 is entered as 0.3	-8.2	-1.4	1.5	2.8	-0.7	-1.7	-10.6	-0.1	13.2
Cc1cc(C)nc(SCC(=O)N2CCC(C(N)=O)CC2)n1 is entered as -1.0	-1.8	6.2	-1.8	-1.2	-0.7	-4.0	0.3	-0.3	4.1

Records above shown as hits in KLK7 zymogen act:
structure	ARFGAP1 inhibitor	PLC-gamma1 inh	ASAP1 GAP inh	DDE Tn7 FP inh	Tn6 DDE FP	NR1D1 modulator	PLCb3 inh	KLK7 zymogen act	HGIII-sPLA2 inh
COc1ccccc1N1C(=O)c2ccccc2NC1c1cc(OC)c(OC)c(OC)c1 (stereo unspecified)	-4.5	-447.6	13.6	-10.0	-4.0	4.9	i	22.9*	-1.9

(cont.)
SMILES	ARFGAP1 inhibitor	PLC-gamma1 inh	ASAP1 GAP inh	DDE Tn7 FP inh	UHRF1 MBD2 ctr	Tn6 DDE FP	NR1D1 modulator	PLCb3 inh	KLK7 zymogen act	HGIII-sPLA2 inh
CCOc1ccc(CCNC(=O)C2CSC3(C)CCC(=O)N23)cc1OCC (stereo unspecified)	-15.6	-1.3	0.3	6.0	1.8	-7.8	-3.7	-9.9	0.5	3.6
O=C(Nc1ccc(Cl)cc1F)C1CC1	2.3	-1.2	-3.7	3.6	2.4	8.0	8.6	-0.7	-0.5	9.7
CCOC(=O)C1c2cccc(O)c2CCN1C(C)=O (stereo unspecified)	0.2	-2.2	-3.9	-4.3	-0.1	-6.9	-4.4	-1.0	0.4	-3.8
O=C(/C=C/c1ccc(S(=O)(=O)N2CCOCC2)cc1)NCc1ccc(Cl)cc1	3.9	0.5	2.7	-1.2	-1.1	0.9	2.3	-2.3	-0.6	-9.5
C=CCN1C(=O)CSC1=Nc1ccc(O)cc1	6.3	3.9	-17.4	-1.6	-1.4	-9.4	-2.7	3.7	-0.1	5.5
O=C(CN1CCN(c2ccc(Cl)cc2)CC1)NCc1cccs1	-5.0	-2.1	1.5	-2.9	-1.3	0.1	-0.1	4.5	0.1	0.8
O=C(NCc1ccc(C(=O)N2CCOCC2)cc1)c1cccc(Br)c1	.	0.6	.	2.8	-1.4	1.4	3.2	0.2	0.1	0.0
COc1ccc(Cl)cc1NC(=O)c1cnccn1	-2.5	5.6	-3.7	0.7	-1.1	-6.0	1.9	-5.3	0.4	-0.8
COc1ccc(/C=N/n2c(C)nc3ccccc3c2=O)cc1	3.8	-1.6	10.1	0.0	-0.5	2.9	0.5	-2.6	-0.7	-2.4
Cc1ccc(-n2nnnc2CNC(=O)c2ccc([N+](=O)[O-])o2)cc1C	11.4	6.8	-12.9	-8.3	0.0	-13.1	-1.0	-6.9	-0.6	9.3
O=C(Cc1ccccc1F)Nc1ccc(S(=O)(=O)Nc2ncccn2)cc1	4.2	-2.6	9.2	0.4	0.7	3.9	1.5	-8.5	0.5	-8.8
Cc1nc(CNC(=O)CC2C(=O)NCCN2Cc2ccoc2)nc2c1CCCC2 (stereo unspecified)	-6.8	-1.8	1.0	-3.1	-1.9	-2.4	-2.3	-2.1	0.2	-1.2
CCc1ccccc1-c1cc(C(C)=O)c2n(c1=O)CCC2	.	0.6	.	8.2	1.8	-0.9	2.0	0.5	-0.4	8.0
CCc1ccccc1NC(=O)c1cc(-c2cccc(O)c2)on1	-6.2	0.7	-15.8	-6.0	-2.0	-4.1	2.6	-2.0	-0.5	-22.7
Cc1cccc(NC(=S)NCCN2CCOCC2)c1	-2.5	1.8	-1.8	-5.2	-1.5	3.4	0.6	-0.6	0.1	-2.2
O=C(c1ccc(-c2nnc(Nc3ccccc3)c3ccccc23)cc1)N1C[C@H]2C[C@H](C1)c1cccc(=O)n1C2	-11.3	-39.9	2.8	3.8	1.8	-7.0	0.8	-56.5	2.0	-1.9
O=C(O)CCC(=O)Nc1nc2nccc(-c3ccccc3)n2n1	4.8	-63.1	2.6	-2.7	3.4	2.3	-1.6	-99.3	5.6	-0.9
COC(=O)[C@@]1(Cc2ccccc2)[C@H]2C(=O)N(C)C(=O)[C@H]2[C@H]2CN=C(SCC(=O)c3ccccc3)N21	17.0	-2.4	-0.8	4.2	-1.3	-3.1	-1.0	1.9	-0.3	-10.3
CC1(C)CC(=O)C2=C(C1)N(c1ccccc1)C(N)=C(C#N)C2c1ccccc1 (stereo unspecified)	-6.4	-3.1	8.3	-0.5	-0.7	3.1	-0.4	-1.0	1.1	-8.9
CCCc1cc(N2CCCC(C(=O)Nc3c(OC)cccc3OC)C2)n2ncnc2n1 (stereo unspecified)	-9.3	-2.0	-1.8	4.0	4.0	-6.3	-1.6	-2.1	0.3	0.5
O=C(CN1CCOCC1)NNc1c2ccccc2nc2ccccc12	2.0	-48.7	-3.1	-3.1	-8.0	1.7	4.6	-56.1	1.1	3.1
CC(C)NC(=O)c1ccc2c(c1)N(CC(=O)NC1CCCCC1)C(=O)C(C)(C)O2	-2.0	-0.4	3.7	3.7	1.7	8.0	-5.7	-2.0	1.1	-4.0
COc1ccc(NC(=O)C(=O)N/N=C(\C)CC(=O)Nc2ccccn2)c(OC)c1	8.8	-17.0	7.2	-2.0	-3.8	-2.4	2.6	-24.3	-3.3	9.1
O=C(COC(=O)/C=C/c1ccccc1Cl)NC(=O)NCc1ccccc1	-9.1	-4.3	-15.9	8.0	0.7	-2.0	-3.7	-8.6	-0.4	9.3

Assay outcomes from PubChem.
